Source: PubChem BioAssay (Broad Institute)
esBAF inh: Bmi1 luciferase reporter increase in mESCs, primary screen, esBAF inhibitor project, mouse ES cells, Bmi1 luciferase knock-in, single point; reporter increase, % at 12.5 µM; 24 h; 100% = twice the neutral-well signal; hit rate 2% among 350,000; in the data active means activation above about 40%; inconclusive means no clear call, values can overlap the other calls;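 further: 0% = median of the plate's neutral control wells and 100% = double that signal; a rise in the Bmi1 reporter signal indicates esBAF inhibition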
Statin myotox sup: suppressors of statin myotoxicity in C2C12 myotubes, primary screen, cell-based, single point, plate reader; hit rate 0.78% among 330,000; rescue of ATP level, % at 7.49 µM; C2C12 myotubes + simvastatin, ATP luminescence, 48 h; scaled: DMSO 0, geranylgeraniol control 100;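 active means mean ATP rescue above about 67%, or every replicate alone reaching that limit, limit read from the data, passing the limit was not always enough; inconclusive means no clear call, values can overlap the other calls; inactive means mean under the limit and some replicate under it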;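 further: myotubes were challenged with 10 µM simvastatin during compound exposure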
An asterisk follows results filed as active; ? = inconclusive. This is a subset; the hit share may differ from the screen's.

SMILES | esBAF inh | Statin myotox sup
Cc1ccc(S(=O)(=O)N2CCc3ccccc3C2CN2C(=O)c3ccccc3C2=O)cc1 (centres undefined) | 2 | -20
CCCCn1c(SC(C)C(N)=O)nc2cc(C(=O)OC)ccc2c1=O (centres undefined) | -3 | 0
CCOC(=O)c1ccc(NC(=O)CCNc2c(N3CCCC3)c(=O)c2=O)cc1 | 4 | 6
CCOc1ccc(N2CC(=O)N/C2=N\c2nc(C)cc(C)n2)cc1 | -16 | -7
CS(=O)(=O)c1ccc2nc(NC(=O)CCC(=O)c3cccs3)sc2c1 | 3 | -21
COc1ccc(-c2nnc(SCc3ncc(-c4ccccc4)o3)o2)cc1 | 12 | 17
COc1ccc(CCNC(=O)COc2ccc(S(=O)(=O)N3CCOCC3)cc2)cc1 | -2 | 7
Cc1cc(OCn2ccc(C(=O)O)n2)ccc1Cl | -5 | 4
CCCCC(=O)Nc1ccc(NC(=O)CCCC)nc1 | 7 | -26
CCSc1nc2c(c(=O)[nH]1)C(c1cccnc1)C(C(=O)OC)=C(C)N2 (centres undefined) | -2 | 15
CC1(C)OC(=O)C(=C2CCCN2)C(=O)O1 | -5 | 1
O=C(NCCCN1CCC(Cc2ccccc2)CC1)C1CC(=O)N(C2CCCCCC2)C1 (centres undefined) | -10 | 29
CSc1cc(-c2ccc(Cl)cc2)c(C(=O)NC(C)C)s1 | -5 | 130*
O=C(NC1=NCCS1)c1cccs1 | 0 | ?
O=C(Nc1ccccc1)c1sc2cc(C(F)(F)F)cnc2c1-c1cccs1 | -4 | -20
CN(C)CCSc1nc(N)c2c3c(sc2n1)CN(C)CC3 | -4 | 14
O=C(CN(C(=O)CNS(=O)(=O)c1ccccc1)c1ccc2c(c1)OCCO2)NCc1ccco1 | -1 | -34
CNc1cc([N+](=O)[O-])ccc1N/C=C/C(=O)c1cccs1 | 14 | 43
Cc1cc(NC(=O)COC(=O)CCC(=O)c2ccc(F)cc2)no1 | 1 | 16
CCOc1ccc2nc(NCCO)[nH]c2c1 | 0 | -6
CCCNC(=O)CSc1nnc(C)s1 | -8 | 43
COc1cc(NCCCC(C)N)c2ncccc2c1 (centres undefined) | -8 | 48
Cc1nc2ccccn2c1P(=O)(N1CCCCC1)N1CCCCC1 | -4 | 51
O=C1c2ccc(Oc3ccc4c(c3)C(=O)N(CCCO)C4=O)cc2C(=O)N1CCCO | -4 | -1
COc1cccc(C2=NOC(C(=O)Nc3ccccc3SC)C2)c1 (centres undefined) | 8 | -10

Profiles, looked up by structure.
CCOC(=O)c1ccc(NC(=O)CCNc2c(N3CCCC3)c(=O)c2=O)cc1 is listed as esBAF inh = 4; Statin myotox sup = 6
O=C(NC1=NCCS1)c1cccs1 is listed as esBAF inh = 0; Statin myotox sup = ?
CN(C)CCSc1nc(N)c2c3c(sc2n1)CN(C)CC3 is listed as esBAF inh = -4; Statin myotox sup = 14

Next part
SMILES | esBAF inh | Statin myotox sup
O=C1c2cccc(Cl)c2C(=O)c2c1cccc2N1CCCC1 | -3 | -19
CCOC(=O)C1=C(C)N(C)C(C)=C(C(=O)OCC)C1c1cccnc1 | -4 | 15
COc1ccc(C(C)NC(=O)C2C(=O)NC3(C)CC2c2ccccc2O3)cc1 (centres undefined) | -8 | 4
CCOC(=O)CC(C(=O)OCC)P(=O)(c1ccccc1)c1ccccc1 (centres undefined) | -1 | -2
COc1ccccc1-c1nc2n(n1)C(c1ccc(Cl)cc1)C(C(N)=O)=C(C)N2 (centres undefined) | -6 | 26
COc1ccccc1OCCOc1ccc(/C=N/n2cnnc2)cc1 | -3 | 1
COc1ccc2c(c1)cc1n2CCN=C1N | 1 | 7
COc1ccc(OCc2n[nH]c(=S)o2)cc1 | 5 | 9
Cc1cccc(N(CC(N)=O)C2SC(=O)NC2=O)c1 (centres undefined) | -1 | -9
O=C(NCc1ccccc1)c1ccc(NC2=NC3CS(=O)(=O)CC3S2)cc1 (centres undefined) | 1 | 4
Cc1ccc(C)c(N2CCN(C(=O)C3CCN(c4nnc(N5CCCC5=O)s4)CC3)CC2)c1 | 9 | 2
CCN(CC)S(=O)(=O)c1ccc2oc(C(=O)O)c(C)c2c1 | 1 | -8
Cc1ccc(CN(C(=O)Cn2nnc3ccccc32)C(C(=O)NCc2ccco2)c2ccc(C)o2)cc1 (centres undefined) | 10 | 34
O=C(Nc1ccc(N2CCOCC2)c(F)c1)c1ccncc1 | 9 | -8
Fc1cccc(-c2cc3nc(-c4ccccc4)cc(N4CCC5(CC4)OCCO5)n3n2)c1 | -2 | 1
CCC(Oc1ccccc1)C(=O)N1CC(C)CC(C)C1 (centres undefined) | 1 | 6
COC(=O)c1nn(-c2ccccc2)c(Cl)c1/C=N/OCc1ccc(Cl)cc1Cl | -4 | -21
O=C(COC(=O)c1ccccn1)Nc1ccccc1Cl | 2 | -2
Nc1nc(Cl)cc(Sc2ccc3ccccc3c2)n1 | ? | -29
COCCOCCn1c(CCCO)nc2ccccc21 | -9 | 82*
O=C(CSc1nnc(-c2cccc(S(=O)(=O)N3CCOCC3)c2)n1C1CCCCCC1)NCc1ccccc1 | -2 | 37
CCOC(=O)c1cc2occc2n1CC(=O)N1CCCc2ccccc21 | -7 | 19
O=C(O)CSCC(=O)N1CCN(c2ccnc3cc(Cl)ccc23)CC1 | -12 | 7
Cc1ccc(OCc2nnc(SCC(=O)c3ccccc3)n2Cc2ccco2)cc1 | 4 | 77*
Cc1nc2ccc(NC(=O)c3c(-c4ccccc4)noc3C)cc2s1 | -11 | 13

Part of the list above, reformatted.
The line under a structure holds: esBAF inh, Statin myotox sup
Cc1ccc(CN(C(=O)Cn2nnc3ccccc32)C(C(=O)NCc2ccco2)c2ccc(C)o2)cc1 (centres undefined)
→ 10, 34
CCOC(=O)c1cc2occc2n1CC(=O)N1CCCc2ccccc21
→ -7, 19

Next section
SMILES | esBAF inh | Statin myotox sup
O=C(Nc1ccc2nc(-c3cccnc3)[nH]c2c1)C12CC3CC(CC(C3)C1)C2 | ? | 75*
O=C(NCc1ccccc1)NC1(C(=O)N2CCN3CCCC3C2)CCCCC1 (centres undefined) | -2 | 2
CSc1nnc(-c2cc3ccccc3cc2O)n1C | 19 | -19
Cn1nnnc1SCc1ccc(F)cc1 | 4 | 7
CC(=O)N(CC1CCCO1)c1nnc(-c2ccccn2)s1 (centres undefined) | 22 | 4
CC1(C)CC(=O)C2=C(C1)N(c1cccc(O)c1)C1=C(C2)C(=O)CC(C)(C)C1 | -9 | 15
CCCCCn1c(=O)[nH]c2cc(C(=O)NCCN3CCC(C)CC3)ccc2c1=O | -6 | -54
Cn1c(=O)c2c(nc(Br)n2C)n(C)c1=O | -2 | 3
COc1ccccc1-c1nc(-c2ccc(Br)cc2)no1 | 54* | 6
Oc1ccccc1-c1cc(-c2ccc3c(c2)OCCO3)n[nH]1 | -11 | -40
CC(NO)C(C)(C)NO (centres undefined) | 0 | -1
CN(C)S(=O)(=O)c1cccc(-c2cn3cc(Cl)ccc3n2)c1 | 45* | 7
CC(C)C(NS(=O)(=O)c1cccs1)C(=O)N(C)Cc1ccccc1 (centres undefined) | 0 | -2
CC12CCC(C(=O)N3CCCCCC3)(OC1=O)C2(C)C (centres undefined) | 3 | 12
O=C(Cn1c(=O)oc2cc(S(=O)(=O)N3CCCC3)ccc21)Nc1ccc(C(F)(F)F)cc1 | 14 | -3
CC(C)c1ccc(NC(=O)c2cnn(-c3ccccc3)c2NC(=O)c2ccco2)cc1 | 6 | -47
O=C(Nc1nnc(CCN2CCOCC2)s1)C1CCCCC1 | -2 | 6
COc1ccc(NC(=O)c2cc3n(n2)C(C(F)(F)F)CC(c2ccc4c(c2)OCO4)N3)cc1OC (centres undefined) | 0 | -11
O=C(NCC1CCCO1)c1ccc(/C=N/O)nc1 (centres undefined) | 1 | 11
COc1ccc(C(=O)Nc2ccccc2C(=O)N/N=C/c2ccc(O)c(OC)c2)cc1 | -81 | 7
COc1ccc(C2CC(=O)c3cnc(N)nc3C2)c(OC)c1 (centres undefined) | 0 | 106*
COC(=O)C1=C(CSc2nc3ccccc3o2)NC(=O)NC1c1cc(C)ccc1C (centres undefined) | 3 | 40
CCSc1nnc(NC(=O)c2ccco2)s1 | 32 | 1
O=S1(=O)CC(NCc2ccccc2)C(Nc2ccc(Cl)cc2)C1 (centres undefined) | 18 | 16
CCc1ccc(C(=O)Nc2cc3c(cc2Cl)OCCCO3)cc1 | 69* | -19
(continued)
SMILES | esBAF inh | Statin myotox sup
CCC(C(=O)O/N=C(\N)c1ccccc1)c1ccccc1 (centres undefined) | 11 | 3
CC1(C)Cc2c(c(-c3ccccc3)[nH]c(=O)c2C#N)CO1 | -13 | 0
CCCC(c1nnnn1CC1CCCO1)N1CCN(c2nc3ccccc3s2)CC1 (centres undefined) | 1 | -5
Cc1occc1-c1nnc(SCC(=O)NCc2ccco2)n1CC(C)C | 5 | -1
CN(C)C=Nc1ncc2c3ccccc3n(CCN(C)C)c2c1C#N | 0 | 15
O=C1c2ccccc2C(=O)N1OCc1ccc(Cl)cc1 | 1 | 68*
Cn1c(=O)c2c(nc(SCCN3CCOCC3)n2Cc2ccc(F)cc2)n(C)c1=O | 56* | 4
COCc1[nH]nc2c1C(c1ccc(OC)c(OC)c1)C(C#N)=C(N)O2 (centres undefined) | 1 | 9
CCn1nc(C)c(NC(=O)/C=C/c2cnn(C)c2C)c1C | -2 | -11
S=C(c1ccc(-c2ccc(Cl)c(Cl)c2)o1)N1CCOCC1 | 45* | 16
Cn1c(SCC(=O)N2CCc3ccccc32)nc2cccnc21 | 0 | 25
CC(=O)Nc1cccc(-c2nc3ccc(NC(C)=O)cc3[nH]2)c1 | -14 | 7
Cc1nn(Cc2ccccc2)c2c1C(c1cccc(Cl)c1)C(C#N)=C(N)O2 (centres undefined) | 1 | 29
CC(=O)Nc1nc(=S)ss1 | -3 | 17
O=C1c2ccccc2C(O)(Cc2ccccc2)N1c1ccc2c(c1)OCO2 (centres undefined) | 3 | 19
COc1ccc(N2CCN(C(=O)CSc3ncnc4c3cnn4-c3ccccc3C)CC2)cc1 | -6 | 19
Cc1cc(NC(=O)c2c(Cl)c(C)nn2C)no1 | 33 | 1
COc1ccc(-c2nc(N3CCCCCC3)sc2C(=O)c2ccccc2)cc1 | -5 | -10
Cc1nc2cc(NC(=O)Nc3nccs3)ccc2n1C | -12 | 29
CCN1C=CC(=C2C(=O)c3ccccc3C2=O)C=C1 | -83 | -54
COc1ccc(-n2c(SCC(=O)NCC3CCCO3)nc3n[nH]c(C)c3c2=N)cc1 (centres undefined) | -1 | 17
COCc1ccc(O)c2ncccc12 | 1 | -4
CCC(Sc1nc2sc(C(=O)OC)c(C)c2c(=O)n1N)C(=O)NCC1CCCO1 (centres undefined) | 0 | -57
COC(=O)c1cc(-c2ccc3c(c2)OCO3)nc2ccccc12 | -1 | -10
CC(Oc1ccc(-c2nccc(-c3ccccn3)n2)cc1)C(=O)NN (centres undefined) | -8 | -22
Next section.
SMILES | esBAF inh | Statin myotox sup
CC(C)=C[C@@H]1C[C@H](C)[C@H]2CC[C@H](C)c3c(O[C@@H]4O[C@@H](C)[C@@H](O)[C@@H](O)[C@@H]4O)c(O)c(C)c1c32 | 1 | 6
Cc1cc(OCCNCCO)cc(C)c1Cl | -5 | 1
CCC(=O)N1c2ccc(S(=O)(=O)CCC(=O)N3CCN(c4ccccc4)CC3)cc2CC1C (centres undefined) | 30 | -6
CC(O)c1cccc(NC2=CC(=O)CC(C)(C)C2)c1 (centres undefined) | 0 | -12
Cc1cccc(N2CC34C=CC(O3)C(C(=O)O)C4C2=O)c1 (centres undefined) | -4 | -1
CC(NC(=O)c1ccc(F)cc1)c1ccc2c(c1)CCCC2 (centres undefined) | 11 | 38
COc1cc2cc(C)c(SCC(=O)N3CCOCC3)nc2cc1OC | 10 | 3
Cc1ccc(C)c(NC(=S)NC(NC(=O)Cc2cccc3ccccc23)C(Cl)(Cl)Cl)c1 (centres undefined) | -6 | -59
CCCCN(C)C(=O)C1CCN(C/C(C)=C/c2ccccc2)CC1 | 3 | -3
CCCCCNC(=O)c1ccccc1SC | 0 | 18
Cc1cc(C)c(C)c(OCCOCCN2CCOCC2)c1 | -4 | -4
COC(=O)C(Cc1cnc(Cl)s1)(C(=O)OC)c1ccc([N+](=O)[O-])cc1[N+](=O)[O-] | -1 | 14

In the list so far, 2 have a nitro group on carbon.
SMILES | esBAF inh | Statin myotox sup
CNc1cc([N+](=O)[O-])ccc1N/C=C/C(=O)c1cccs1 | 14 | 43
COC(=O)C(Cc1cnc(Cl)s1)(C(=O)OC)c1ccc([N+](=O)[O-])cc1[N+](=O)[O-] | -1 | 14
